Bioassay records: PubChem, several laboratories
KCNK9 inh: human KCNK9 channel inhibition; HEK293 KCNK9, FluxOR thallium flux fluorescence; stronger effect = lower value; B-score at 10 µM; 310,000 tested, 1.2% active;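 active = ratio B-score over 3 SD below the library mean, with starting fluorescence within 5 SD of its mean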;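 note: negative B-score means less thallium flux so channel inhibition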
KCNQ1 act: potentiators or activators of human KCNQ1 potassium channel; CHO-K1 KCNQ1, thallium flux FluxOR fluorescence; stronger effect = higher value; B-score at 10 µM; 310,000 tested, 0.35% active; AID 2648;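 active = fluorescence ratio B-score, a plate-corrected score, at least three library SD, with initial intensity B-score within 5 SD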
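Material: CHO-K1 cells stably expressing KCNQ1. Medium: assay buffer for compound exposure, DMSO matched across wells. Reagent: K+/Tl+ depolarizing stimulus. Compound dosing: single-concentration screen. Times: 37 °C overnight plating, 90-min dark dye load, 20-min compound pretreatment. Technique: FluxOR Tl+ flux fluorescence.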
DYRK1A inh: Dyrk1A (rat) kinase inhibition; Q63470; ADP-Glo luminescence, NFATc1 peptide; inhibition, % at 12.5 µM; 310,000 tested, 0.43% active; in the data active = inhibition above about 50%;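 note: plate controls were vehicle with enzyme for no effect and no enzyme for full effect; many of its hits are not listed in these tables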
hERG protect: compounds protecting human hERG from proarrhythmic drug block; AID 1511; activation (rescue from dofetilide block), less the hit threshold, % at 10 µM; 310,000 tested, 0.51% active; CHO-hERG, FluxOR thallium flux, dofetilide IC70 present;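 active = activation above the mean of controls blocked by dofetilide plus 5 SD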;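 note: thallium influx through hERG after potassium depolarization seen as dye fluorescence rise; in these data hits start at about 4.7%; inactives centre near -7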
Target sequence (Q12809 whole entry, looked up): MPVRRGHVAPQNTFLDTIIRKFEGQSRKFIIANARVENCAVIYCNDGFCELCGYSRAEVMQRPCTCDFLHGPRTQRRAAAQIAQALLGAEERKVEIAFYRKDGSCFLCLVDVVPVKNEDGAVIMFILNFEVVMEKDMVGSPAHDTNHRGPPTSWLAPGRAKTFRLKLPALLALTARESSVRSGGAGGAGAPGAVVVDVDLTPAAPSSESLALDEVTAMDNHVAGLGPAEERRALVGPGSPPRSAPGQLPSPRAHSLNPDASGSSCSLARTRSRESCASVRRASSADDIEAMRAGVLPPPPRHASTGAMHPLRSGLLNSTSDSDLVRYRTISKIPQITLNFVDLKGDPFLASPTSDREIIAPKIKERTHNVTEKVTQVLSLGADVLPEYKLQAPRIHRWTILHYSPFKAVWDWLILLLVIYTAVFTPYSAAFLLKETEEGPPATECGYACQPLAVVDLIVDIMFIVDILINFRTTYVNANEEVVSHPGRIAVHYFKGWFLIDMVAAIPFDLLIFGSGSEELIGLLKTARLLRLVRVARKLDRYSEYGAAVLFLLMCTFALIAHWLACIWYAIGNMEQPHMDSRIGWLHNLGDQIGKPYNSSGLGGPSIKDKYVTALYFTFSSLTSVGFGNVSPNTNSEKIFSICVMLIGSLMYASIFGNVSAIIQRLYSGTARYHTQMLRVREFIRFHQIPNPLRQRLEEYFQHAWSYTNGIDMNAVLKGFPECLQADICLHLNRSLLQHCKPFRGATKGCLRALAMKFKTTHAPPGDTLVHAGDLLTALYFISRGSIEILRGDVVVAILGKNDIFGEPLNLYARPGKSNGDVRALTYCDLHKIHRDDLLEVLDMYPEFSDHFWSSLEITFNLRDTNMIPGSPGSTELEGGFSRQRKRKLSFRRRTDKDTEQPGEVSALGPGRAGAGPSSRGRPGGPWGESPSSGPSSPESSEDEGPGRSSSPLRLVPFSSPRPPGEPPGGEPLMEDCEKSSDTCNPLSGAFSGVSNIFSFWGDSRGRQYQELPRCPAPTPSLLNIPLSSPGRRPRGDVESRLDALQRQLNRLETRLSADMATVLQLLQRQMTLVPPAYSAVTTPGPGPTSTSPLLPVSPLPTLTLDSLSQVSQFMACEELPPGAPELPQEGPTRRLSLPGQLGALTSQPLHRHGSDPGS
GSK3beta inhib: inhibitors of human GSK3beta kinase. P49841. activity score (negative = inhibition), % at 10 µM. AID 2097. GST-GSK3beta kinase, ADP-Glo luminescence, 60 min; stronger effect = lower value. 300,000 tested, 0.038% active;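 active = more than half of replicate wells score below -50%, meaning over 50% inhibition versus plate controls; inconclusive = some replicates but at most half score below -50%; inactive = no replicate scores below -50%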;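 note: 0% = median DMSO wells and -100% = median GW8510 positive control wells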
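test system = GST-tagged human GSK3beta kinase, cell-free | reagent = 25 µM ATP with peptide substrate | dosing = one dose of 10 µM per compound | schedule = 60 min reaction, RT | detection = luminescent ADP-Glo measurement of ADP formed | control set = DMSO neutral wells and GW8510 at 20 µM as positive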
RGS4 act: RGS4 potentiation or activation; HEK293 M3R/inducible RGS4, carbachol calcium flux Fluo4; stronger effect = lower value; B-score at 10 µM; 310,000 tested, 0.92% active;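 active = B-score of the integrated calcium signal more than 4 SD below the library mean, with starting fluorescence not abnormally high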;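 note: negative B-score means reduced calcium response which marks RGS4 activation or potentiation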
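Also added: carbachol at ECmax as muscarinic agonist stimulus; Assay system: HEK293 cells with stable M3R and inducible RGS4; Timing: overnight RGS4 induction, 30 min dye load 37 °C, 20 min compound RT; Measured by: Fluo4-AM (2 µM) calcium-flux fluorescence, kinetic read.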
HDAC3 inhib: inhibitors of human histone deacetylase 3; O15379; recombinant HDAC3, fluorogenic peptide/trypsin coupled, fluorescence; inhibition, % at 8.3 µM; 320,000 tested, 0.15% active; in the data active = inhibition above about 26%, passing the limit was not always enough; inconclusive = no clear call, values can overlap the other calls
KCNQ1 block: blocks the human KCNQ1 potassium channel; AID 2642; P51787; CHO-K1 KCNQ1, FluxOR thallium flux fluorescence; stronger effect = higher value; B-score at 10 µM; 310,000 tested, 1.3% active;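 active = compounds whose thallium flux B-score, printed positive for inhibition, exceeds three library SD while starting fluorescence stays within three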;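 note: channel opened by potassium depolarization with thallium stimulus after 20 min compound exposure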
GSK3A inh: blocks human GSK-3 alpha kinase; ADP-Glo luminescence, 60 min; inhibition, % at 10 µM; P49840; 320,000 tested, 0.1% active;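 in the data active = inhibition above about 50%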;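 note: GST-tagged GSK-3 alpha with peptide substrate and 25 µM ATP; 0% = DMSO neutral wells and 100% = GW8510 positive control wells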
KCNK3 inh: human KCNK3 channel inhibition, primary screen; 340,000 tested, 0.84% active; CHO-KCNK3 thallium flux, FluxOR fluorescence; stronger effect = lower value; B-score at 10 µM; AID 602410; O14649;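 active = B-score under library mean minus 4 SD, starting fluorescence ratio at most library mean plus 5 SD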;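 note: more negative B-score means stronger inhibition of thallium flux through KCNK3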
PolyA inhibitor: blocks polyadenylation in yeast reporter cells; calls only at 12 µM; 300,000 tested, 0.02% active; S. cerevisiae SKY197-pL101 polyadenylation reporter, beta-gal luminescence; efflux-impaired pdr1/pdr3 knockout yeast; score 100 = 6 SD above DMSO;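 active = lowest replicate activity score at least 50, where 100 means six control SD above control mean; inconclusive = lowest score under 50 but half or more replicates reach 50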;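 note: yeast exposed to compound for 9 h at 30 °C; higher score means more reporter readthrough which indicates perturbed polyadenylation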
The depositor's hits bear a star; i = inactive; ? = inconclusive; / = not tested or not shown. The list is partial; the hit share may differ from the screen's.

SMILES | KCNK9 inh | KCNQ1 act | DYRK1A inh | hERG protect | GSK3beta inhib | RGS4 act | HDAC3 inhib | KCNQ1 block | GSK3A inh | KCNK3 inh | PolyA inhibitor
Cc1ccc(OP(N)(=O)Oc2ccc(C)cc2)cc1 | i | i | -15 | 2 | 1 | i | / | i | / | i | i
CN1C(=O)c2ccccc2Sc2ccc(C(=O)N3CCC4(CC3)OCCO4)cc21 | i | i | 0 | -9 | 2 | i | 0 | i | -3 | i | i
CCS(=O)(=O)N1CCC(C(=O)N2CCC3(CC2)OCCO3)CC1 | i | i | -7 | -15 | 0 | i | -2 | i | -4 | i | i
COC(=O)C1=CO[C@@H](C)[C@@H]2CN3CC[C@@]4(C(=O)Nc5ccccc54)[C@@H]3C[C@H]12 | i | i | -5 | -8 | 1 | i | 4 | i | 1 | i | i
CCCCCc1nc2c(c(=O)c3ccccc3n2C)c(=O)n1C1CCCCCC1 | i | i | 1 | -22 | 1 | i | -6 | i | -2 | i | i
O=C(c1cc2c(s1)-c1ccccc1OC2)N1CCC2(CC1)OCCO2 | i | i | 3 | -15 | -1 | i | -39 | i | -1 | i | i
O=C1NC(=O)N(c2cccc(F)c2)C(=O)/C1=C/c1ccc(N2CCOCC2)cc1 | i | i | 6 | -2 | -2 | i | 1 | i | -2 | i | i
Cc1cc(OCC(=O)N2CCC(C(N)=O)CC2)c2c3c(c(=O)oc2c1)CCCC3 | i | i | -12 | -10 | 3 | i | -5 | i | 0 | i | i
CC(C)COc1ccc(C2(C#N)CC[N+](C)(C)CC2)cc1 | i | i | 5 | -6 | 2 | i | 1 | i | / | i | i
CNCCc1nc(N)n[nH]1 | i | i | 11 | -4 | -1 | i | 1 | i | 0 | i | i
CCCCn1c(O)c(C(C)=NCCc2ccccc2)c(=O)[nH]c1=O | i | i | 1 | -6 | -4 | i | 0 | i | 1 | i | i
O=[N+]([O-])c1ccc(N2CCNCC2)cc1Sc1ccccn1 | i | i | 0 | -7 | 0 | i | 4 | i | -2 | i | i

Some of the entries so far, tab-delimited:
compound	KCNK9 inh	KCNQ1 act	DYRK1A inh	hERG protect	GSK3beta inhib	RGS4 act	HDAC3 inhib	KCNQ1 block	GSK3A inh	KCNK3 inh	PolyA inhibitor
CC(C)COc1ccc(C2(C#N)CC[N+](C)(C)CC2)cc1	i	i	5	-6	2	i	1	i	/	i	i
CNCCc1nc(N)n[nH]1	i	i	11	-4	-1	i	1	i	0	i	i

(next part)
SMILES | KCNK9 inh | KCNQ1 act | DYRK1A inh | hERG protect | GSK3beta inhib | RGS4 act | HDAC3 inhib | KCNQ1 block | GSK3A inh | KCNK3 inh | PolyA inhibitor
O=C1CN=C(c2cccc(Br)c2)c2cc(Br)ccc2N1 | i | i | 2 | -3 | -23 | i | 9 | i | 46 | i | i
O=C(O)c1cccc2nc3ccccc3nc12 | i | i | 8 | -3 | -9 | i | 7 | i | 0 | i | i
Cc1ccccc1-n1c(O)c(C=Nc2ccc(N(C)C)cc2)c(=O)[nH]c1=O | i | i | 4 | -11 | 1 | i | 13 | i | 2 | i | i
COc1cc2c(cc1OC)[C@@]13CCN4CC5=CCO[C@H]6CC(=O)N2[C@H]1[C@H]6[C@H]5C[C@H]43 | i | i | -4 | -11 | 3 | i | 8 | i | 0 | i | i
Cc1nn(Cc2ccc(Cl)cc2Cl)c(Cl)c1C(=O)Nc1ccc(OC(F)F)cc1 | i | i | -6 | -3 | 4 | i | -13 | i | -3 | i | i
CN(C)C(=O)Oc1ccc(-c2cn3cc(C(F)(F)F)ccc3n2)cc1 | i | i | -8 | -6 | 2 | i | -8 | i | -2 | i | i
O=c1[nH]c(=S)n(CCC2=CCCCC2)c(O)c1C=NCCCn1ccnc1 | i | i | / | -16 | -20 | i | -13 | i | 30 | i | i
COc1ccc(-c2nn(CCC#N)cc2C(=O)Nc2ccccc2Br)cc1 | i | i | 0 | -4 | -6 | i | 2 | i | / | i | i
Cc1cc(C(=O)N=Nc2c(O)n(C)c3ccccc23)c(C)o1 | i | i | -3 | -3 | 0 | i | 4 | i | -1 | i | i
CCOC(=O)c1ccc(N=C(C)c2c(O)[nH]c(=O)[nH]c2=O)cc1 | i | i | 0 | -6 | 1 | i | -2 | i | -1 | i | i
Cc1ccc(O)c(C(=O)c2cc(C(=O)NCCC(C)C)c(=O)n(CCC(C)C)c2)c1 | i | i | -3 | -14 | 1 | i | 1 | 19* | -1 | -9.5* | i
O=c1c2ccccc2nc(-c2ccco2)n1-c1ccncc1 | i | i | 4 | -4 | -3 | i | 2 | i | -3 | i | i

Whole records, looked up by structure. Order of screens: KCNK9 inh | KCNQ1 act | DYRK1A inh | hERG protect | GSK3beta inhib | RGS4 act | HDAC3 inhib | KCNQ1 block | GSK3A inh | KCNK3 inh | PolyA inhibitor
COc1cc2c(cc1OC)[C@@]13CCN4CC5=CCO[C@H]6CC(=O)N2[C@H]1[C@H]6[C@H]5C[C@H]43 across the screens: i | i | -4 | -11 | 3 | i | 8 | i | 0 | i | i
CN(C)C(=O)Oc1ccc(-c2cn3cc(C(F)(F)F)ccc3n2)cc1 across the screens: i | i | -8 | -6 | 2 | i | -8 | i | -2 | i | i
Cc1cc(C(=O)N=Nc2c(O)n(C)c3ccccc23)c(C)o1 across the screens: i | i | -3 | -3 | 0 | i | 4 | i | -1 | i | i

Additional structures follow:
SMILES | KCNK9 inh | KCNQ1 act | DYRK1A inh | hERG protect | GSK3beta inhib | RGS4 act | HDAC3 inhib | KCNQ1 block | GSK3A inh | KCNK3 inh | PolyA inhibitor
CCOc1ccc(-c2cc(C)[n+](CCN(CC)CC)c(-c3ccc(OCC)cc3)c2)cc1 | i | i | 9 | -23 | -3 | i | -16 | 7* | 1 | i | i
C[C@]12CCC3C(CC[C@H]4C[C@H](N)CC[C@]34C)C1CC[C@H]2O (some centres undefined) | i | i | 3 | -5 | 1 | i | -3 | i | -2 | i | i
Cc1ccc(C(=O)C2CN(C)CC2C(=O)c2ccc(C)cc2)cc1 (centres undefined) | i | i | 6 | -5 | 0 | i | -5 | i | / | i | i
CC(C)(C)P(=O)(NCc1ccccc1)c1ccccc1 (centres undefined) | i | i | 0 | -7 | 4 | i | -3 | i | -1 | i | /
COC(=O)C1=CO[C@@H](C)[C@@H]2CN3CC[C@]4(C(=O)Nc5ccccc54)[C@@H]3C[C@H]12 | i | i | / | -7 | 3 | i | 3 | i | -3 | i | i
C[N+]12CN3CN(CN(C3)C1)C2 | i | i | -2 | -12 | -11 | i | -6 | i | -1 | i | i
O=C(CN1C(=O)CN=C(c2ccccc2Cl)c2cc(Cl)ccc21)NCc1ccco1 | i | i | 9 | -2 | -1 | i | 0 | i | 5 | i | i
OCC12CO[C@@H]3c4ccccc4[C@H](OC1)N32 (some centres undefined) | i | i | -7 | -10 | 4 | i | -4 | i | -1 | i | i
CCCCn1c(O)c(C(C)=NCc2ccc(F)cc2)c(=O)[nH]c1=O | i | i | 10 | 2 | -8 | i | 9 | i | 0 | i | i
CCN1CCN(Cc2ccccc2C)CC1 | i | i | 5 | -7 | 1 | i | -7 | i | / | i | i
CCC(=NCc1cccnc1)c1c(O)n(-c2ccc(Cl)cc2)c(=O)[nH]c1=O | i | i | -1 | -6 | 2 | i | ? | i | 8 | i | i
O=C1NC(=O)N(c2ccc3c(c2)OCO3)C(=O)/C1=C/c1ccc(N2CCCCC2)o1 | -7.7* | i | 11 | -19 | 2 | i | 2 | 6* | 3 | i | i
CCN1C[C@]2(C)CC[C@H](OC)[C@]34C2[C@H](OC(C)=O)[C@@]2(OCO[C@@]25C[C@H](OC)[C@H]2C[C@]3(O)C5[C@H]2OC)[C@@H]14 | i | i | 6 | -3 | 1 | i | 7 | i | 1 | i | i
CC1CCCC(C)N1/N=C/c1c[nH]c2ccc(Br)cc12 (centres undefined) | i | i | 33 | -15 | -8 | i | 4 | 6* | 2 | i | i
O=C1CC(=O)N(c2ccccc2)C(=O)N1c1ccccc1 | i | i | 12 | -4 | 3 | i | -6 | i | -5 | i | i
Cc1noc(C)c1CC(=O)N1CCCC(N2CCN(c3ccccc3F)CC2)C1 (centres undefined) | i | i | -5 | -8 | 5 | i | 0 | i | 1 | i | i
COc1ccc2[nH]cc(CCN(C)C)c2c1 | i | i | 9 | -5 | 0 | i | -3 | i | -6 | i | i
CC(C)OC(=O)C1C(=O)NC2(C)CC1c1ccccc1O2 (centres undefined) | i | i | -3 | -9 | 2 | i | 1 | i | -2 | i | i
COc1ccc(C(=O)C2CCCN(Cc3ccon3)C2)c(OC)c1 (centres undefined) | i | i | 1 | -4 | 2 | i | 0 | i | -2 | i | i
O=C(N/N=C/c1c(O)n(CCc2ccccc2)c(=O)[nH]c1=O)c1ccccc1 | i | i | / | -11 | -2 | i | -6 | i | 6 | i | i
CC(=O)O[C@@H]1/C=C/[C@](C)(O)C[C@@H](C)C/C=C/[C@H]2[C@@H]3O[C@]3(C)[C@@H](C)[C@H]3[C@H](Cc4ccccc4)NC(=O)[C@@]312 | i | i | / | -11 | -1 | i | -3 | i | -1 | / | i
Cc1ccc(Cn2nc(C)c(C=O)c2Cl)cc1 | i | i | -16 | -14 | 2 | i | 1 | i | 0 | i | i
NC(Cc1nc2ccccc2[nH]1)c1ccc(Cl)cc1 (centres undefined) | i | i | 12 | -14 | 1 | i | -8 | i | -3 | i | i
Cc1ccc(-n2c(C)cc(/C=C3\C(=O)NC(=O)N(C)C3=O)c2C)cc1C | i | i | 2 | -12 | 2 | i | 0 | i | -1 | i | i
COc1ccccc1CNCCc1ccc(F)cc1 | i | i | -2 | -4 | 0 | i | 3 | i | 1 | i | i
CC(C)(C)c1ccc(C(=O)C2CCCN(C3CCC3)C2)cc1 (centres undefined) | i | i | 2 | -18 | 2 | i | 8 | i | -1 | i | i
COc1ccc(OC)c(N2C(=O)CC(=O)NC2=O)c1 | i | i | -5 | -5 | 0 | i | 1 | i | -2 | i | i
O=C(Nc1ccc(Br)cc1)N1C[C@H]2C[C@@H](C1)c1cccc(=O)n1C2 | i | i | -1 | -7 | 4 | i | -3 | 14* | 2 | i | i
CCN1CCN(Cc2nnnn2C(C)(C)C)CC1 | i | i | / | -8 | 1 | i | -1 | i | -6 | / | i
